# High-throughput results as filed in PubChem.
# LEDGF integ inh – blocks HIV-1 LEDGF/p75-dependent DNA integration; 0.64% of 370,000 active; TR-FRET IN-LEDGF/p75 DNA integration, Eu/Cy5; inhibition, % at 3.7 µM;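 active = inhibition above the screen-wide mean plus 3 SD, cut at about 13% in these data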;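 note: signal is the Cy5 over europium emission ratio at 671 and 618 nm; 0% = plate median of compound wells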
# TCR CD3 inh – human TCR-CD3 binding inhibition; TAMRA-labeled TCR probe fluorescence, biochemical; inhibition, % at 9.4 µM; 0.37% of 360,000 active; AID 651800; in the data active = inhibition above about 19%;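 note: recombinant mutant TCR 2C K166C tagged with TAMRA read by polarization; 0% = receptor in buffer alone and 100% = receptor with positive control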
# HTRA1 inhibitor – blocks human HTRA1 serine peptidase | Q92743 | recombinant HTRA1, FP-rhodamine activity-based probe, fluorescence polarization | inhibition, % at 5.96 µM | 0.5% of 340,000 active; in the data active = inhibition above about 36%;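 note: 0% = enzyme with DMSO and 100% = wells lacking enzyme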
# Target sequence (Q92743 whole entry, looked up): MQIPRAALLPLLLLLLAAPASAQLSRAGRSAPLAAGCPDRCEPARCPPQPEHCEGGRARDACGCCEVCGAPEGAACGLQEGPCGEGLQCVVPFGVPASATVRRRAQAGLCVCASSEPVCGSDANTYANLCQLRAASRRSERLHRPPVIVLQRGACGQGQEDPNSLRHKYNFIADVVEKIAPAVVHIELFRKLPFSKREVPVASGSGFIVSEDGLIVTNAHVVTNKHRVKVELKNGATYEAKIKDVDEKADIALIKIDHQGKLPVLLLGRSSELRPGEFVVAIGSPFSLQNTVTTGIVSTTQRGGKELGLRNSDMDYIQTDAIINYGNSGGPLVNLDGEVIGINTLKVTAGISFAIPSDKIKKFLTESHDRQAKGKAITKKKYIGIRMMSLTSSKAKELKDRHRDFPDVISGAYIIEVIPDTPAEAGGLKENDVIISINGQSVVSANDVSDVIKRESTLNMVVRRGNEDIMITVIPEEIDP
# PG9 binder – small molecules binding HIV-1 gp120 antibody PG9 | inhibition, % at 6.7 µM | TR-FRET gp120-PG9 antibody binding | 0.43% of 360,000 active; in the data active = inhibition above about 8.5%
# DDE Tn7 FP inh – disrupts Tn7 cyclic peptide binding to fibrin D-Dimer-E complex; P02675; FP displacement of FITC-Tn7 peptide from fibrin DD(E); 0% = median of compound wells per plate; 0.13% of 370,000 active; AID 720508; inhibition, % at 8.3 µM;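 active = inhibition above the mean of compounds falling within the control limits plus 3 SD of them, cut at about 14% in these data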;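 note: 0% = plate median of compound wells and 100% = 10 µM Aha-Tn7 peptide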
#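 system = human fibrin DD(E) protein | quantity = DD(E) 2 µM final | medium = Tris/NaCl/CaCl2 buffer, pH 7.8 | also added = labelled Tn7 tracer, 0.1 µM | compound dosing = single point at 8.3 µM | timing = compound with protein 10 min, then 3 h after probe, room temperature | signal = FP measurement | benchmarks = Aha-Tn7 high control | repeats = one replicate per compound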
# PRMT1 inh – inhibitors of human PRMT1; Q99873; inhibition, % at 2.79 µM; 1.3% of 370,000 active; recombinant PRMT1, activity-based probe fluorescence polarization;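 active = inhibition above about 21% made by adding two undisclosed values, limit read from the data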
# Target sequence (Q99873 whole entry, looked up): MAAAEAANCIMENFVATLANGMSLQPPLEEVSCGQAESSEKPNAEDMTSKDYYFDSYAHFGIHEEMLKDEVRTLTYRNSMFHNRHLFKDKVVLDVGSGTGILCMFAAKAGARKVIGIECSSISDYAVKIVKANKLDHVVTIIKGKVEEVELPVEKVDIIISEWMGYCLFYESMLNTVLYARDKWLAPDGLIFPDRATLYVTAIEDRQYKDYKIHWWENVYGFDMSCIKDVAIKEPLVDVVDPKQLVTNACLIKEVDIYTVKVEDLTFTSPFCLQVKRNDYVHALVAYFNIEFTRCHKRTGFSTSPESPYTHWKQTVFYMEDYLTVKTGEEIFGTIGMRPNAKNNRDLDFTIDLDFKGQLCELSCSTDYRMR
# TDP2 inh – blocks human TDP2 phosphodiesterase activity | recombinant TDP2, T5PNP hydrolysis, p-nitrophenol absorbance 415 nm | inhibition, % at 12.8 µM | 0.34% of 370,000 active;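 active = inhibition above the mean of all tested compounds plus 3 SD, set per campaign, cut at about 25% in these data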;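 note: 0% = DMSO with enzyme and 100% = buffer with substrate but no TDP2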
#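 System – recombinant human TDP2 · Quantity – TDP2 enzyme at 120 nM final · Doses – single concentration, 12.8 µM nominal, with 1% DMSO · Incubation – 2 h at 37 °C · Measured by – epi absorbance of p-nitrophenol freed from T5PNP by hydrolysis · Read-out – % inhibition relative to enzyme-containing and enzyme-free wells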
# SIAE primary – blocks human sialic acid acetylesterase | SIAE FP-Rh probe binding, fluorescence polarization | inhibition, % at 9.66 µM | 0.69% of 370,000 active | AID 1053197;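 active = inhibition above a cutoff: mean of compounds within the control limits plus 3 SD of those, cut at about 17% in these data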;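 note: 0% = plate median of compound wells and 100% = probe without SIAE protein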
# UHRF1 binding – UHRF1 methyl-DNA binding inhibition; 0.75% of 370,000 active; UHRF1 binding to methylated oligo, TR-FRET; inhibition, % at 4.4 µM; in the data active = inhibition above about 21%;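 note: UHRF1 SRA domain binding a hemimethylated CpG hairpin DNA probe; 0% = median of test compound wells and 100% = reference inhibitor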
# mABHD4 FP – inhibits mouse alpha/beta hydrolase domain 4 | Q8VD66 | purified mABHD4, FP-Rh probe fluorescence polarization | inhibition, % at 8.92 µM | 0.54% of 370,000 active;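 active = inhibition exceeding the mean over every tested compound plus 3 SD, cut at about 30% in these data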;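 note: 0% = plate median of compound wells and 100% = S159A mutant with DMSO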
#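 Test system: mABHD4 protein | Buffer or medium: HEPES pH 7.0 buffer, 150 mM NaCl, 0.01% Pluronic F-127 | Probe or stimulus: FP-Rh fluorescent activity-based probe, added after compound pre-incubation | Timing: Pre-incubation 45 min, probe exposure 60 min, at 25 °C | Technique: Fluorescence polarization, excitation 525 nm, emission 598 nm, BODIPY TMR filters | Repeats: Single well per compound (singlicate)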
# Starred values were filed as active, the others as inactive; / = no result given. This is a random part of the collection; any-hit rate near 4.2%.
SMILES,LEDGF integ inh,TCR CD3 inh,HTRA1 inhibitor,PG9 binder,DDE Tn7 FP inh,PRMT1 inh,TDP2 inh,SIAE primary,UHRF1 binding,mABHD4 FP
O=C(CN1C(=O)COc2ccccc21)N1CCCC1,-9,-6,3,-2.2,-2,4,-5,2,1,0
C[C@@H]1CN(S(=O)(=O)C(C)(C)C)[C@H](CCO)/C1=C\c1ccccc1,-8,2,2,-1.3,-3,-2,8,2,-3,0
COc1cccc(CC2(CO)CCCN(CC3=Cc4cc(OC)ccc4OC3)C2)c1 (centres undefined),-2,-8,-25,2.5,3,4,-2,-4,-1,-1
CCCN(CC(=O)Nc1cccc(S(N)(=O)=O)c1)CC(=O)Nc1ccc(F)c(F)c1F,0,-7,2,0.0,-9,7,2,-3,-1,0
COc1ccc(CNC(=O)Cn2cc3c(n2)CCCCC3)cc1,1,-8,-2,-2.3,-3,5,5,3,1,-1
Cc1ccc(S(=O)(=O)N2CCN(Cc3cc(C(C)C)ccc3O)CC2)cc1,0,-2,-26,-0.8,6,-1,0,-2,-3,-8
c1ccc2c(c1)nc1sccn12,1,-1,6,0.2,-1,2,1,1,1,2
COC(=O)c1c(O)cc(=O)n2c1CCCCC2,-1,9,5,-0.5,-5,1,6,-1,-1,1
COc1ccc(N=C2SCC(=O)N2c2ccc(OC)cc2)cc1,-1,-2,4,1.6,11,0,-9,-1,6,-2
CC(C)Oc1ccc(C(=O)NC(=S)Nc2ccc(CN3CCOCC3)cc2)cc1,1,4,-1,-1.0,1,-1,-2,0,-3,-1
CCC1=Nc2cc(C(=O)NCC3CCCO3)ccc2Sc2ccc(Cl)cc21 (centres undefined),1,3,-29,-1.3,-4,-5,1,-9,-1,-12
COc1ccc(CNC(=O)COC(=O)CCc2c[nH]c3ccccc23)cc1,-5,-2,-11,-0.4,1,2,-7,3,3,2
CCOC(=O)C1CCCN(C(=O)c2cccc(S(=O)(=O)N(C)c3c(C)n(C)n(-c4ccccc4)c3=O)c2)C1 (centres undefined),-3,3,0,-0.6,9,4,6,2,5,-11
CC1CCCCC12NC(=O)N(CC(=O)c1ccc[nH]1)C2=O (centres undefined),10,-6,10,1.7,3,7,-7,-3,5,-7
CCC(CC)=C(C#N)C(=O)NC1CCCCC1,-3,4,-2,-0.8,-6,-2,1,5,2,-3
CC[C@@H]1Cc2[nH][nH]c(=O)c2[C@@H](c2ccc(Cl)cc2)O1,1,2,/,-1.4,0,2,4,4,-6,2
O=C(O)c1ccc(-n2nncc2-c2ccccc2)cc1,-2,-1,-10,0.9,-1,3,3,2,-2,-2
Cc1ccc(S(=O)(=O)N/N=C\c2cc3c(cc2Br)OCO3)cc1,2,7,0,0.2,-2,-1,3,-4,-4,-6
CCOC(=O)C1=C(C)Nc2ncnn2C1c1cc(OC)ccc1OC (centres undefined),1,4,5,0.8,3,-2,13,1,-3,-5
CC(NC(=O)c1ccco1)C(=O)OCC(=O)N1CCCCCC1 (centres undefined),2,7,0,0.8,7,-1,-2,-1,5,0
Cc1ccc(S(=O)(=O)N2CCOCC2)cc1NC(=O)c1ccc(F)cc1F,-7,1,4,-1.5,6,3,-2,-2,0,-6
CCc1cc(=O)oc2cc(C)cc(OC(C)C(=O)NC(Cc3c[nH]c4ccc(O)cc34)C(=O)O)c12 (centres undefined),2,0,1,-0.8,0,-2,-6,1,3,-4
COc1cccc(C(=O)NC23CC4CC(CC(C4)C2)C3)c1,1,6,-5,1.1,3,-4,0,1,-3,-1
COc1cc(-c2nnc(-c3cccs3)o2)cc(OC)c1OC,-3,-4,-3,-1.8,2,0,-7,18*,2,-5
O=C(Cc1ccc(F)cc1)Nc1ccc(F)c([N+](=O)[O-])c1,-1,9,-10,-1.2,1,-1,-8,-1,0,-1
Cc1ccc(NC(=O)[C@@H]2CCCN2S(=O)(=O)c2ccccc2F)cc1,1,5,-12,0.9,-4,-1,-3,-2,0,-2
CCOC(=O)C1=C(C)NC(=O)NC1/C=C/c1ccccc1OC (centres undefined),0,-4,-6,2.3,-4,3,1,-13,1,4
C=CCn1c(SCC(=O)Nc2ccc3c(c2)OCCO3)nnc1-c1ccco1,-3,1,-5,-1.4,2,0,-6,-3,3,-6
CCOc1ccc(Oc2c(Cl)cnn(-c3ccc(C)cc3)c2=O)cc1,-3,/,/,/,0,-2,-7,-2,0,6
CC(/C=C/c1ccc(OCc2ccccc2)cc1)=N\O,0,-3,-3,0.2,5,0,12,-1,4,-1
CCOC(=O)c1ccc(NC(=O)NCc2ccccc2OC)cc1,-1,8,-30,-0.9,2,-3,4,-11,-3,-17
COc1ccccc1C(=O)NC(CCSC)C(=O)NNC(=O)c1ccccc1C (centres undefined),-2,1,-1,-1.3,-3,0,-2,-1,3,3
COc1ccc(Cl)cc1Nc1nc(-c2cccnc2)cs1,-3,6,-17,-2.5,-1,-4,9,13,-1,3
Cc1cc(C)cc(NC(=O)N2CCN(Cc3nc4ccccc4c(=O)[nH]3)CC2)c1,-2,/,/,/,10,0,6,0,3,3
C/C(=N/NC(=O)c1ccc(Cl)s1)c1cccnc1,5,6,-24,0.1,-2,-2,-11,-4,1,-11
COc1ccccc1NC(=O)Cn1c(=O)n(CCc2c[nH]c3ccccc23)c(=O)c2cccnc21,-5,4,-7,3.0,1,1,4,5,1,7
CNC(=O)c1c(NC(=O)C2=COCCO2)sc2c1CCN(C(=O)OC)C2,0,7,0,-2.1,-7,-1,7,-2,-1,1
CSc1nnc(N2C(=O)C(O)=C(C(=O)c3ccco3)C2c2cccc(Cl)c2)s1 (centres undefined),-3,-3,-18,0.3,9,30*,-8,-12,-2,-20
Cc1nc(N2CCOCC2)nc(N2CCN(c3ccccc3)CC2)c1[N+](=O)[O-],3,-2,-4,-0.5,0,-3,7,3,-3,-1
Cc1ccc(-c2ccc3nnc(SCC(N)=O)n3n2)cc1,0,-2,2,0.9,3,2,3,3,-5,2
Cc1c(Cl)c(-c2n[nH]c(=S)n2-c2ccccc2)nn1C,2,1,3,7.3,-5,0,0,4,-5,4
Cc1cc(C)nc(NC(=NCCc2c[nH]c3ccccc23)NC(=O)Nc2cccc([N+](=O)[O-])c2)n1,2,4,-1,-2.1,-4,0,-24,1,1,2
COc1ccc(Cl)cc1NC(=O)CN(C)C(=O)c1ccc(N2CCCCC2)c([N+](=O)[O-])c1,-1,-9,-20,1.6,3,3,-9,1,-1,4
Cc1cc2ncn(CS(C)(=O)=O)c2cc1C,0,-3,-2,-1.0,2,5,-9,-5,7,-4
COc1ccc(S(=O)(=O)Nc2ccc(-c3ccc4nncn4n3)cc2)c(OC)c1,3,5,-12,2.5,5,9,15,-4,0,4
CCN(CC)c1ccc(NC(=O)COC(=O)CSc2ccc(Br)cc2C)cc1,-4,3,20,1.6,7,3,-7,17,-1,4
Cc1cccn2c1nc(=S)n2C(=O)c1ccco1,-2,-1,3,0.0,7,1,-3,-1,4,0
Cc1cc(F)ccc1S(=O)(=O)Nc1ncnc2scc(-c3ccc(F)cc3)c12,3,2,1,-0.9,-6,-3,2,0,-3,-9
O=C(OCC(=O)N(C1CCCCC1)C1CCCCC1)c1ccco1,-4,-5,2,2.1,5,1,-8,1,7,7
Cc1cc(C)cc(OCc2nc(-c3cccnc3)no2)c1,6,7,2,0.7,-6,4,5,3,-2,-3
CC(C)NC(=O)NC(=O)CSc1ccccc1F,-2,-4,6,-0.1,2,1,0,0,3,3
CCOc1ccc(C(C(=O)NCC2CCCO2)N(Cc2ccccc2)C(=O)c2snc(C(N)=O)c2N)cc1 (centres undefined),-11,1,7,-1.3,1,0,-6,3,4,-4
CCc1ccc(CC2S/C(=C(\C#N)C(C)=O)NC2=O)cc1 (centres undefined),1,5,5,-1.5,2,1,1,7,-3,7
O=C(CSc1nnc2c3ccccc3c3ccccc3c2n1)Nc1ccccc1F,4,-9,-10,0.1,5,4,4,-5,0,9
O=C(Cn1c(=O)cnc2ccccc21)Nc1ccccc1N1CCOCC1,3,2,8,-1.7,2,-2,-11,0,-1,0
c1ccc(CNc2ccc(N3CCOCC3)cc2)cc1,15*,1,52*,-10,5,8,10,14,0,26
CCOC(=O)CNC(=O)C(CC(N)=O)NC(=O)OC(C)(C)C (centres undefined),-2,-3,/,-0.8,4,-1,-1,1,0,2
CC(C)Cc1nnc(NC(=O)CCC(=O)Nc2ccccc2)s1,2,1,1,0.2,5,1,15,-8,0,0
COc1cc(C2C(C#N)=C(N)N(N(C)C)C3=C2C(=O)CCC3)ccc1O (centres undefined),2,3,-2,-2.7,-7,-3,9,7,0,11
CCC(Sc1ccc2nnc(CCNS(=O)(=O)c3ccc(OC)cc3)n2n1)C(=O)OC (centres undefined),-3,-3,2,-0.8,-2,1,-2,11,1,1

# Given with tabs: five of the compounds above.
molecule	LEDGF integ inh	TCR CD3 inh	HTRA1 inhibitor	PG9 binder	DDE Tn7 FP inh	PRMT1 inh	TDP2 inh	SIAE primary	UHRF1 binding	mABHD4 FP
O=C(CSc1nnc2c3ccccc3c3ccccc3c2n1)Nc1ccccc1F	4	-9	-10	0.1	5	4	4	-5	0	9
O=C(Cn1c(=O)cnc2ccccc21)Nc1ccccc1N1CCOCC1	3	2	8	-1.7	2	-2	-11	0	-1	0
c1ccc(CNc2ccc(N3CCOCC3)cc2)cc1	15*	1	52*	-10	5	8	10	14	0	26
CCOC(=O)CNC(=O)C(CC(N)=O)NC(=O)OC(C)(C)C (centres undefined)	-2	-3	/	-0.8	4	-1	-1	1	0	2
CC(C)Cc1nnc(NC(=O)CCC(=O)Nc2ccccc2)s1	2	1	1	0.2	5	1	15	-8	0	0

# Next part:
SMILES,LEDGF integ inh,TCR CD3 inh,HTRA1 inhibitor,PG9 binder,DDE Tn7 FP inh,PRMT1 inh,TDP2 inh,SIAE primary,UHRF1 binding,mABHD4 FP
CCOC(=O)Cn1cc([N+](=O)[O-])c(OC)n1,-3,0,-5,-0.5,4,1,-2,3,-1,-2
O=S(=O)(Nc1ccc(N2CCCCC2)cc1)c1ccccc1,4,2,4,-0.5,11,-1,-4,13,-2,-7
COCCCn1c(-c2cccc(Cl)c2)nc2c1c(=O)[nH]c(=O)n2Cc1ccccc1,3,-3,-12,-0.8,-7,-6,-16,4,3,-11
N#Cc1cc2ccccc2nc1SCC(=O)NC1CC1,2,5,-4,-1.0,1,-2,17,-1,-1,0
CC(C)C[C@H]1CN=C(Nc2ccccc2)N1CCC(C)c1ccccc1 (some centres undefined),1,-6,-6,1.9,4,1,3,11,-1,6
COC(=O)[C@]12CCCCC=C1N(Cc1ccc(Cl)cc1Cl)C(=O)[C@H](CC(=O)N1CCC(c3ccccc3)CC1)C2,-4,4,/,1.6,1,11,-1,-6,1,-11
